HCMV antiviral: inhibitors of human cytomegalovirus; HFF cells, HCMV-luciferase reporter, 72 h; hits give low values; AID 1259415; actives 4.5% (n = 410,000); activity change, negative = inhibition, % at 57.5 µM; in the data active = activity change below about -60%; inconclusive = no clear call, values can overlap the other calls; inactive = above about -39%
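Cell-based, HFFs, 1000 cells/well, 16 h 37C; cpds in DMSO + HCMV-luc, MOI 1 PFU/cell; 72 h 37C; OneGlo luminescence after 5 min RT; norm. to buffer vs Salinomycin 10uM.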
FBPA Giardia inh: inhibitors of Giardia lamblia fructose-1,6-bisphosphate aldolase. A8B2U2. purified Giardia FBPA. Potency, µM (series often up to 59.6 µM), for the others: at the highest dose activity, negative = inhibition, hits mostly inhibitors. actives 0.71% (n = 290,000); also: potency is read from the fitted curve at half-maximal effect; nearly all actives have a fitted effect of over 55% in size
Target sequence (A8B2U2 whole entry, looked up): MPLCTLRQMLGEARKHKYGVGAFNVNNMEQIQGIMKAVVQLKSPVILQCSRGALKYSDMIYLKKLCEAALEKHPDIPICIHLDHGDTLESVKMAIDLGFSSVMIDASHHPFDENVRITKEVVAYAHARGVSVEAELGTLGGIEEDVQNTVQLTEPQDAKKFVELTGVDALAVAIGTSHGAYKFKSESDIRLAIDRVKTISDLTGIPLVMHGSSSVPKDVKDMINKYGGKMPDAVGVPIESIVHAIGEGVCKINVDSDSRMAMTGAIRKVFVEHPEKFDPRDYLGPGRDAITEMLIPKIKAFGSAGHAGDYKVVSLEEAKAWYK
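40 nM FBPA preincubated 10 min at RT with compound (up to 57.5 uM final), then substrate plus GAPDH/TPI/NAD/arsenate coupling and diaphorase/resazurin added. Fluorescence read after 20 min at RT, 525/598 nm.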
AmpC inh detg: inhibitors of E. coli AmpC beta-lactamase with detergent; P00811; AmpC hydrolysis of nitrocefin, absorbance 480 nm, 0.01% Triton; Potency, µM (series often up to 114 µM), for the others: at the highest dose activity change, negative = inhibition, actives largely listed as inhibitors; actives 0.041% (n = 370,000); AID 485294;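 also: potency is read from the fitted curve at half-maximal effect; 0% = no-compound wells and -100% = no-enzyme wells; nearly all actives have a fitted effect of over 25% in size; some results filed as inactive show a strong effect at the top dose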
Target sequence (P00811 whole entry, looked up): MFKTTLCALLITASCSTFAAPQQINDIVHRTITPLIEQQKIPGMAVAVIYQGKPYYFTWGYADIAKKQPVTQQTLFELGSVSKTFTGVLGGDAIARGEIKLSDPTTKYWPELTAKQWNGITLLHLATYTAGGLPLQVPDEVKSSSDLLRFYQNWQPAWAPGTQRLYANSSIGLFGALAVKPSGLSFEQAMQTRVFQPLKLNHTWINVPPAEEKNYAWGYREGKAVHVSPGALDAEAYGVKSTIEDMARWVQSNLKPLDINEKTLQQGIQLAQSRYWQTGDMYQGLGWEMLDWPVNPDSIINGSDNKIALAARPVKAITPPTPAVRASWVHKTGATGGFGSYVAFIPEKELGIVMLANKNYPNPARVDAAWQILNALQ
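AmpC (5.3 nM in the dispensed reagent) in 20 mM phosphate pH 7.0 with 0.01% (detergent screen) or 0.0001% Triton X-100 was preincubated with compounds for 15 min at room temperature. Nitrocefin was then added from an 800 uM solution, and hydrolysis was followed at 480 nm.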
Sm TGR inh: S. mansoni TGR enzyme inhibition; Q962Y6; purified TGR, DTNB reduction, TNB absorbance 405 nm; Potency, µM (doses to about 114 µM), inactives show at the top dose activity change, negative = inhibition, actives largely listed as inhibitors; actives 3% (n = 360,000); also: potency is read from the fitted curve at half-maximal effect; nearly all actives have a fitted effect of over 60% in size
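First, TGR (20 nM dispensed) and NADPH were mixed with compound. Second, a 15 min room-temperature incubation followed. Third, further NADPH and then DTNB were added to start the reaction. Finally, TNB absorbance was monitored kinetically.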
AMA1-RON2 inh: inhibitors of Plasmodium falciparum AMA1-RON2 interaction. Potency, µM (highest dose often 58.2 µM), inactives show at the highest dose activity change, negative = inhibition, most hits filed as inhibitors. actives 0.2% (n = 360,000). AID 720542. AlphaScreen AMA1-biotinylated RON2 peptide binding;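 also: potency is read from the fitted curve at half-maximal effect; 0% = vehicle wells and -100% = peptide control; nearly all actives have a fitted effect of over 45% in size; some results filed as inactive show a strong effect at the top dose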
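AMA1 (3D7) with his tag at 25 nM final met compounds first, then biotinylated RON2 peptide at 25 nM; detection used donor plus acceptor beads, 10 µg/mL apiece, read by AlphaScreen after 30 min at room temperature.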
AmpC inh no detg: blocks E. coli AmpC beta-lactamase in detergent-free assay; AmpC nitrocefin hydrolysis, absorbance 480 nm, 0.0001% Triton; AID 485341; actives 0.52% (n = 330,000); Potency, µM (series often up to 57.1 µM), for the others: at the top dose activity change, negative = inhibition, hits mostly inhibitors;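 also: potency is read from the fitted curve at half-maximal effect; plate controls were no compound for no effect and no enzyme for full effect; nearly all actives have a fitted effect of over 20% in size; some results filed as inactive show a strong effect at the top dose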
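AmpC (5.3 nM in the dispensed reagent) in 20 mM phosphate pH 7.0 with 0.01% (detergent screen) or 0.0001% Triton X-100 was preincubated with compounds for 15 min at room temperature. Nitrocefin was then added from an 800 uM solution, and hydrolysis was followed at 480 nm.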
Active calls of the source: *; ? = inconclusive; · = no result given; [ ] = another dose, or the depositor's remark. Unless noted, calls follow the shape of the dose curve; as a rule, active = well fitted curve in the direction sought with a large enough effect; inconclusive = small, poorly fitted or top-dose-only effect, or another doubt; inactive = no such curve, though single readings can be large; an effect the other way counts as inactive or inconclusive. Unless noted, % is scaled to controls: 0 for no effect and ±100 for the full control effect. Rows were taken by chance; about 7.8% have a hit in one of these screens.

Sample of the layout (nine entries):
Compound	HCMV antiviral	FBPA Giardia inh	AmpC inh detg	Sm TGR inh	AMA1-RON2 inh	AmpC inh no detg
COc1ccccc1OCC(=O)NCC1(N(C)C)CCCCC1	16	·	17%	10%	·	·
Nc1ccc(C(=O)Nc2cccc(NC(=O)c3ccc(N)cc3)c2)cc1	-1	1%	0%	-3%	0%	-25%
Cc1ccc(C)c(NC(=O)CSc2nc3nc(-c4cccs4)cc(C(F)(F)F)c3c(=O)[nH]2)c1	-12	17%	-1%	1%	-10%	3.5µM*
Cc1nnc(N2CCC(C(=O)N3CCCCC3)CC2)c2nn(-c3ccccc3)c(C)c12	-33	·	-11%	-4%	·	·
CNS(=O)(=O)c1cnccc1N1CCN(c2cccc(C)c2)CC1	17	0%	-5%	-5%	17%	15%
COc1cc(OC)cc(C(=O)NC(=S)NNC(=O)Cc2cccs2)c1	38	5%	?	5%	98%[activator]	-25%
CC(=O)c1[nH]c(C)c(C(=O)N2CCCC(Nc3cccc(F)c3)C2)c1C (stereo unspecified)	-31	·	2%	-20%	9%	-8%
CC(=O)c1ccc(N2C(=O)N(Cc3cc(C)ccc3C)c3ccccc3S2(=O)=O)cc1	?	·	10%	9%	·	·
COc1ccc(N2CCN(CCCNC(=O)CC3Oc4ccc(C)cc4NC3=O)CC2)cc1 (stereo unspecified)	5	11%	?	-17%	-11%	69%[activator]

The whole of this part, repeating the preview:
Compound	HCMV antiviral	FBPA Giardia inh	AmpC inh detg	Sm TGR inh	AMA1-RON2 inh	AmpC inh no detg
COc1ccccc1OCC(=O)NCC1(N(C)C)CCCCC1	16	·	17%	10%	·	·
Nc1ccc(C(=O)Nc2cccc(NC(=O)c3ccc(N)cc3)c2)cc1	-1	1%	0%	-3%	0%	-25%
Cc1ccc(C)c(NC(=O)CSc2nc3nc(-c4cccs4)cc(C(F)(F)F)c3c(=O)[nH]2)c1	-12	17%	-1%	1%	-10%	3.5µM*
Cc1nnc(N2CCC(C(=O)N3CCCCC3)CC2)c2nn(-c3ccccc3)c(C)c12	-33	·	-11%	-4%	·	·
CNS(=O)(=O)c1cnccc1N1CCN(c2cccc(C)c2)CC1	17	0%	-5%	-5%	17%	15%
COc1cc(OC)cc(C(=O)NC(=S)NNC(=O)Cc2cccs2)c1	38	5%	?	5%	98%[activator]	-25%
CC(=O)c1[nH]c(C)c(C(=O)N2CCCC(Nc3cccc(F)c3)C2)c1C (stereo unspecified)	-31	·	2%	-20%	9%	-8%
CC(=O)c1ccc(N2C(=O)N(Cc3cc(C)ccc3C)c3ccccc3S2(=O)=O)cc1	?	·	10%	9%	·	·
COc1ccc(N2CCN(CCCNC(=O)CC3Oc4ccc(C)cc4NC3=O)CC2)cc1 (stereo unspecified)	5	11%	?	-17%	-11%	69%[activator]
COc1ccc(N(C(=O)c2ccn[nH]2)C(C(=O)NC(C)(C)C)c2ccc(F)cc2)cc1 (stereo unspecified)	-24	11%	-5%	0%	28%	21%
CC1CCCC(NC(=O)c2n[nH]c(=O)c3ccccc23)C1C (stereo unspecified)	9	3%	4%	-20%	-2%	-9%
O=C(OCC(=O)N1CCC(Cc2ccccc2)CC1)c1cc(Br)ccc1O	78	·	·	·	-7%	-20%
COc1ccc(CN(C)CC(=O)NC(=O)NC2CCCCC2)cc1	-13	·	4%	-24%	25%	15%
C=CCOC(=O)C(=O)/C=C/c1csc2ccccc12	6	-30%	1%	28µM*	-14%	-43%
CC(=O)Nc1cc2c(cc1NC(=O)c1cnccn1)OCCO2	9	-1%	2%	6%	5%	-14%
N#Cc1c(SCC(=O)Nc2nc3ccccc3s2)sc2c(O)cc(=O)[nH]c12	95	·	6%	-36%	?	-49%
COc1ccc(CNC(=O)CN(C(=O)c2csnn2)c2cccc3c2CCCC3)cc1	-26	1%	-4%	5%	1%	-12%
COc1ccc(S(=O)(=O)NCCc2sc(-c3ccccc3)nc2C)cc1OC	-9	·	4%	3%	·	·
CCOc1ccc(-c2nnc(SCC(=O)NC(C)CC)nc2-c2ccc(OCC)c(OC)c2)cc1OC (stereo unspecified)	62	·	9%	0%	·	·
Oc1c(C(c2cccc(Cl)c2)N2CCOCC2)sc2nc(-c3ccco3)nn12 (stereo unspecified)	18	·	2%	-1%	·	·
O=C(c1cccc(Cl)c1)N1CCC(C(=O)N2CCN(Cc3ccccc3)CC2)CC1	-27	-1%	-17%	-26%	0%	177%[activator]
COc1cccc(NC(=O)c2ccc3[nH]c(C)cc(=O)c3c2)c1	0	·	16%	3%	·	·
CC(=O)N1c2ccccc2C2CCCC[C@H]21 (stereo partly specified)	-10	·	1%	1%	-1%	-3%
COc1ccc(OCC(=O)N2CCN(C(C)C)CC2)cc1	-11	-9%	?	-1%	30%[activator]	-17%
COc1ccc(NC(=O)c2[nH]c(C)c(C(C)=O)c2C)cc1	133	-9%	-1%	-1%	-19%	-28%
O=C(CCNC(=O)c1ccc(Br)cc1)Nc1cccc(S(=O)(=O)N2CCCCCC2)c1	-32	·	-15%	3%	-25%	-8%
O=C(c1ccc(CS(=O)(=O)c2cccc(C(F)(F)F)c2)o1)N1CCN(c2ccccn2)CC1	-34	5%	1%	0%	0%	63%[activator]
CCCCOC(=O)CSc1nnc(-c2ccc(Cl)cc2Cl)o1	-32	3%	4%	0%	100%[activator]	-8%
S=C(N/N=C/c1ccc2ncccc2c1)Nc1cccnc1	-71*	-20%	0%	2%	79%[activator]	0%[2.29 µM]
O=C(CNC(=O)c1ccc(Cl)cc1)OCn1nnc2ccccc2c1=O	0	·	-13%	2%	14%	-33%
CCC(=O)c1cn(CC(=O)Nc2ccc(OC)cc2)c2ccccc12	-7	-13%	?	5%	-3%	-40%
Cn1c(=O)c2cc(S(=O)(=O)NC(C(=O)N3CCCCCC3)c3ccccc3)ccc2n(C)c1=O (stereo unspecified)	7	0%	-3%	2%	1%	39%
CC(=O)Nc1ccccc1C(F)(F)F	-10	6%	4%	1%	-12%	-9%
O=[N+]([O-])c1cccc(-c2nnn(C34CC5CC(CC(C5)C3)C4)n2)c1	-28	3%	-4%	9%	-10%	-3%
CN1C(=O)/C(=C/c2ccccc2F)Sc2ccc(C(=O)N3CCCC3)cc21	-14	·	-3%	4%	-3%	216%[activator]
O=C(COC(=O)c1cc(=O)[nH]c2ccccc12)Nc1nc(-c2cccc(Br)c2)cs1	11	1%	-2%	1%	6%	14µM*
CCOCCCNC(=S)N(CCN(C)C)Cc1cc2cc3c(cc2[nH]c1=O)OCCO3	25	6%	-8%	6%	29%	-14%
COc1ncnc(OC)c1S(=O)(=O)Nc1ccc(C(F)(F)F)cc1	?	-3%	-5%	1%	13%	-18%
COc1ccc(NC(=O)C2CCCN(C(=O)c3ccc(Cl)cc3)C2)cc1S(=O)(=O)N(C)C (stereo unspecified)	-16	·	3%	-21%	7%	27%
COc1cccc(NC(=O)C2CC(=O)N=C(N)S2)c1 (stereo unspecified)	55	1%	3%	10%	7%	-14%
O=C(Nc1ccc(F)cc1)c1ccc(CN2CC(=O)N3CCCCC3C2=O)cc1 (stereo unspecified)	?	·	22%	-1%	·	·
[O-][N+]1=c2ccc(Nc3ccccc3)cc2=NC12CCCCC2	?	?	?	-19%	?	-5%
CCC(c1nnc(SCC(=O)NCCc2ccc(OC)c(OC)c2)n1Cc1ccccc1)N(C)C (stereo unspecified)	-29	-1%	-5%	2%	0%	151%[activator]
COc1ccc(N(CC(=O)Nc2ccccc2OC)S(=O)(=O)c2ccc(NC(C)=O)cc2)cc1	?	-3%	1%	0%	4%	49%
COCC(C)n1c(C)cc(C(=O)CSc2nnc(Nc3ccccc3F)s2)c1C (stereo unspecified)	-12	0%	-6%	18%	-13%	-7%
Cc1ncoc1C(=O)NC1CC(C)(C)Cc2c1cnn2-c1ccc(F)cc1 (stereo unspecified)	-30	·	-4%	-3%	-9%	154%[activator]
Cc1c(NC(=O)CN2CCN(C(c3ccccc3)c3ccccc3)CC2)c(=O)n(-c2ccccc2)n1C	-35	4%	?	-22%	11%	126%[activator]
Cn1cccc1CC(=O)N/N=C/c1ccc(C(C)(C)C)cc1	96	-4%	-3%	?	-6%	-30%
COc1cc(C2c3c(oc4ccccc4c3=O)C(=O)N2Cc2ccccc2Cl)ccc1O (stereo unspecified)	1	·	19%	5%	·	·
CCCCN(Cc1cc2cc(OC)ccc2[nH]c1=O)S(=O)(=O)c1ccc(C)cc1	-70*	-20%	?	-28%	14%	-25%
Cc1nccn1Cc1cccc2ccccc12	?	-1%	-1%	-18%	1%	-16%
CCCCCOc1ccc(C(O)C(CN2CCOCC2)c2ccccc2)cc1 (stereo unspecified)	-26	?	-15%	-14%	-5%	142%[activator]
COc1ccccc1CNC(=O)C(C)n1nc(C)n2c(cc3occc32)c1=O (stereo unspecified)	?	·	1%	-37%	-7%	-4%
COc1ccc(NS(=O)(=O)c2cccc(NC(=O)C3=NN(c4ccccc4)C(=O)CC3)c2)cc1	-4	4%	-8%	1%	-13%	-34%
COc1cc(Cl)c(C)cc1NC(=O)c1cc(S(=O)(=O)N(C)C)ccc1N1CCCC1	5	9%	0%	2%	-10%[11.6 µM]	46%
CCOc1cc(C2C(C#N)=C(N)Oc3n[nH]c(CC)c32)ccc1OCCN1CCOCC1 (stereo unspecified)	-32	0%	-2%	-22%	-2%	21%
Cc1ccc(S(=O)(=O)N(C)CC(=O)N2CCCC2)cc1	-1	3%	-14%	0%	1%	-12%
Cc1cc(NC(=O)CSc2nc(C3CCCCC3)nc3ccccc23)no1	-76*	3%	2%	-3%	5%	-38%
O=C(OCc1cccs1)c1ccccc1NS(=O)(=O)c1ccc2c(c1)OCCO2	-16	6%	?	0%	-5%	-55%
Cc1c(C(=O)Nc2ccc(F)cc2)cn2c(nc3ccccc32)c1C#N	-36	5%	?	2%	8%	-42%
CCCc1cc(=O)n2[nH]c(SCc3ccc(Cl)cc3)nc2n1	-28	-7%	-4%	5%	24%	-17%

Bioassay records: PubChem BioAssay, National Center for Advancing Translational Sciences (NCATS)
